Nrf2 inh = blocks Nrf2 signaling; 2.1% of 360,000 active; Potency, µM (highest dose often 46 µM), inactives show at the top dose activity change, negative = inhibition, usual class: inhibitors; A549 ARE-Fluc reporter, luciferase luminescence, 18-24 h; further: nearly all actives have a fitted effect of over 60% in size
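Cells were seeded and rested 2 h, then exposed to compounds for 18-24 h. CellTiter-Fluor was read first as a viability measure. BugLite was added 15 min before the final luminescent read of ARE-luciferase activity in A549 cells.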
A549 viability = counter-screen for Nrf2 inhibitors: cytotoxicity in A549 cells | A549 ARE-Fluc cells, CellTiter-Fluor viability, 18-24 h | Potency, µM (highest dose often 46 µM), for the others: top-dose activity change, negative = cytotoxicity, usual class: inhibitors | 0.16% of 390,000 active | AID 504648
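A549 ARE-Fluc cells in 5% FBS OPTI-MEM, 5000 cells/well, rested 2 h then exposed to compounds in concentration-response for 18-24 h at 37 °C. Viability by CellTiter-Fluor fluorescence (Ex 405/Em 525) after 30 min; luciferase luminescence (BugLite, 15 min, RT) read afterwards.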
* = called active by the depositor; ? = inconclusive; & = joins results of further samples; [ ] = another dose, or the depositor's remark. The call rests on the fitted dose curve; in most records, active means well fitted curve in the direction sought with a large enough effect; inconclusive means small, poorly fitted or top-dose-only effect, or another doubt; inactive means no such curve, though single readings can be large; an effect the other way counts as inactive or inconclusive. On the % scale 0 is the no-effect control and ±100 the full control effect; potency means the concentration at half of the fitted maximal effect. Not all compounds are listed; rates above refer to the full screens.

(1) CC(=O)N1CCc2cc(S(=O)(=O)N3CCN(S(=O)(=O)c4c(F)cccc4F)CC3)ccc21
(2) COc1cccc(C2c3c(ncn(-c4ccccc4C)c3=N)Oc3ccc4ccccc4c32)c1 (stereo unspecified)
(3) c1nc(NCCCN2CCOCC2)c2cc(-c3ccc4c(c3)OCO4)ccc2n1
(4) O=[S+]([O-])(NC[C@H]1CCC[C@H](CN[S+](=O)([O-])c2c(F)cccc2F)C1)c1ccc2c(c1)OCCO2
(5) CCSC1=NS(=O)(=O)c2ccccc21
(6) Cn1c(=S)[nH]c2cc(C(=O)N3CCN(C(=O)c4ccccc4)CC3)ccc2c1=O
(7) CC(C)(C)OC(=O)Cc1nnc(-c2cc3ccccc3[nH]2)s1
(8) O=C1CCCC2=C1C1(CCS(=O)(=O)C1)N=C(Nc1nc3ccccc3o1)N2 (stereo unspecified)
(9) Cc1ccc(S(=O)(=O)Nc2ccc(NS(=O)(=O)c3ccc(C)cc3)c3ncccc23)cc1
(10) Cc1ccc(Cl)cc1NS(=O)(=O)c1cc2c(cc1F)NC(=O)CC2

assay / entry | 1 | 2 | 3 | 4 | 5 | 6 | 7 | 8 | 9 | 10
Nrf2 inh | -17% | -6% | -27% | -15% | -7% | -13% | ? | ? | ? | -13%
A549 viability | 0% | -10% | 15% | -12% | -4% | 6% | -1% | 1% | -6% | 14%

Compound profiles, as listed above. Order of values: Nrf2 inh, A549 viability
COc1cccc(C2c3c(ncn(-c4ccccc4C)c3=N)Oc3ccc4ccccc4c32)c1 (stereo unspecified) is listed as -6%, -10%
O=C1CCCC2=C1C1(CCS(=O)(=O)C1)N=C(Nc1nc3ccccc3o1)N2 (stereo unspecified) is listed as ?, 1%

Next section:
(11) Cc1ccc(S(=O)(=O)N2CCN(c3nc(-c4cncnc4)nc4ccccc34)CC2)cc1
(12) CCc1cc2c(s1)c1cnn(Cc3ccccc3F)c(=O)c1n2C
(13) CCC(=O)NC(c1ccco1)c1cc([N+](=O)[O-])c2cccnc2c1O (stereo unspecified)
(14) c1nc(NCCCN2CCCCC2)c2cc(-c3ccc4c(c3)OCO4)ccc2n1
(15) COc1ccc(C2=Nn3c(nnc3-c3ccccc3O)SC2)c(OC)c1
(16) Cn1c2cc(C(=O)O)sc2c2cnn(Cc3ccccc3F)c(=O)c21
(17) COc1ccc(Nc2nc(C#N)nc(NC3CCCC3)n2)cc1
(18) COc1ccc(NS(=O)(=O)c2ccccc2C(=O)O)cc1
(19) O=S(=O)(c1ccccc1)N1CCN(c2nc(C3CC3)nc3ccccc23)CC1
(20) COc1cccc2nc(-c3cccs3)nc(NN3C(=O)C=C(C)C3=O)c12

assay / entry | 11 | 12 | 13 | 14 | 15 | 16 | 17 | 18 | 19 | 20
Nrf2 inh | -9% | ? | ? | 0% | 6% | ? | ? | 5% | -10% | ?
A549 viability | -4% | 9% | ? | -6% | 4% | 0% | -3% | 10% | 5% | ?

Molecules listed so far with a COOH group, in the order listed:
(16) Cn1c2cc(C(=O)O)sc2c2cnn(Cc3ccccc3F)c(=O)c21
(18) COc1ccc(NS(=O)(=O)c2ccccc2C(=O)O)cc1

assay / entry | 16 | 18
Nrf2 inh | ? | 5%
A549 viability | 0% | 10%

Later entries:
(21) COc1cccc(OC)c1C1=Nn2c(nnc2-c2ccccc2C)SC1
(22) COc1ccc2c(c1)c1nnc(SC)nc1n2Cc1ccccc1
(23) COc1ccc(C2=Nn3c(nnc3-c3cccc(OC)c3OC)SC2)cc1
(24) N#Cc1nc(Nc2cc(F)cc(F)c2)c2ncn(CCO)c2n1
(25) Cc1ccc(S(=O)(=O)Nc2cccc3ccc[n+](C)c23)cc1
(26) Cc1c(Cl)cccc1NS(=O)(=O)c1cc2c(cc1Cl)CCC(=O)N2
(27) COc1ccc(C2=Nn3c(nnc3-c3ccc(OC)cc3OC)SC2)c(OC)c1
(28) COc1cccc(C2c3c(ncn(-c4ccc(C)cc4)c3=N)Oc3ccc4ccccc4c32)c1 (stereo unspecified)
(29) O=C(O)Cc1nnc(-c2cc3ccccc3[nH]2)s1
(30) Cc1ccc(CNc2ncnc3ccc(-c4c(C)noc4C)cc23)cc1

assay / entry | 21 | 22 | 23 | 24 | 25 | 26 | 27 | 28 | 29 | 30
Nrf2 inh | -21% | 16% | 15% | -6% | -6% | ? | 8% | 11% | ? | ?
A549 viability | -8% | 8% | -7% | -20% | -7% | -2% | -10% | -18% | -1% | -2%

Not a retest: five of the compounds above.
(21) COc1cccc(OC)c1C1=Nn2c(nnc2-c2ccccc2C)SC1
(22) COc1ccc2c(c1)c1nnc(SC)nc1n2Cc1ccccc1
(23) COc1ccc(C2=Nn3c(nnc3-c3cccc(OC)c3OC)SC2)cc1
(24) N#Cc1nc(Nc2cc(F)cc(F)c2)c2ncn(CCO)c2n1
(25) Cc1ccc(S(=O)(=O)Nc2cccc3ccc[n+](C)c23)cc1

assay / entry | 21 | 22 | 23 | 24 | 25
Nrf2 inh | -21% | 16% | 15% | -6% | -6%
A549 viability | -8% | 8% | -7% | -20% | -7%

Following part
(31) Cc1ccc(Nc2nc(C#N)nc(NC3CCCC3)n2)cc1
(32) CC(C)c1ccc(/C=C/C(=O)Nn2cnnc2)cc1
(33) O=S(=O)(c1ccc2c(c1)OCCO2)C1CCN(S(=O)(=O)c2c(F)cccc2F)CC1
(34) COc1ccc(C2=Nn3c(nnc3-c3ccccc3O)SC2)cc1OC
(35) COc1ccc(C=O)cc1COc1ccc(NC(C)=O)cc1
(36) COc1ccc(-c2nnc3n2N=C(c2ccccc2OC)CS3)c(OC)c1
(37) N=c1c2c(ccn1CCc1ccccc1)Oc1ccc3ccccc3c1C2c1ccccc1 (stereo unspecified)
(38) Cc1cc2c(s1)c1cnn(Cc3c(F)ccc(F)c3F)c(=O)c1n2C
(39) Cc1cc2c(s1)c1cnn(Cc3cc(F)c(F)c(F)c3)c(=O)c1n2C
(40) COc1ccccc1C1=Nn2c(nnc2-c2ccccc2OC)SC1

assay / entry | 31 | 32 | 33 | 34 | 35 | 36 | 37 | 38 | 39 | 40
Nrf2 inh | 18% | ? | 14% | 0% | 4% | 2% | 3.7µM* | 28% | 12% | -4%
A549 viability | -1% | 0% | -3% | 1% | 0% | -9% | 3.7µM* | 4% | -13% | 0%

(41) COc1ccc(CN(Cc2ccccc2)C(=O)c2ccccc2N)cc1COc1ccc(NC(C)=O)cc1
(42) Cc1ccc2nc(-c3ccc(C)o3)c(Nc3ccccc3)n2c1
(43) COc1cc(C2Nc3ccccc3C(=O)N2Cc2ccccc2)ccc1OCc1ccc(NC(C)=O)cc1 (stereo unspecified)
(44) O=C1CCc2cc([S+](=O)([O-])NC3CCOCC3)ccc2N1
(45) O=C(COC(=O)CNC(=O)c1ccccc1)Nc1cc(C(F)(F)F)ccc1Cl
(46) C#Cc1nc(Nc2cccc(Cl)c2)nc(NC2CCCC2)n1
(47) Oc1ccc(CCc2c(F)cccc2F)c2cccnc12
(48) COc1ccc(CN(Cc2ccccc2)C(=O)c2cccc(C#N)c2)cc1COc1ccc(NC(C)=O)cc1
(49) Cc1noc(C)c1-c1ccc2ncnc(NCc3ccc4c(c3)OCO4)c2c1
(50) COc1cccc(Cn2ncc3c4sc(S(C)=O)cc4n(C)c3c2=O)c1 (stereo unspecified)

assay / entry | 41 | 42 | 43 | 44 | 45 | 46 | 47 | 48 | 49 | 50
Nrf2 inh | -10% | ? | 14% | 0% | 16% | ? | ? | ? | -19% | -10%&6%
A549 viability | -2% | -1% | 0% | 0% | -1% | -8% | -4% | -7% | 4% | 9%&13%

(51) O=C(OCC#CCSc1nnc(-c2ccc(F)cc2)o1)c1ccc(F)cc1
(52) CS(=O)(=O)Nc1cccc(-c2cc(F)c(S(=O)(=O)N3CCN(S(=O)(=O)c4ccc5c(c4)OCCO5)CC3)cc2F)c1
(53) Cc1cc2c(s1)c1cnn(Cc3cccc4cccnc34)c(=O)c1n2C
(54) O=C(NCc1ccccc1)n1cc(P(=S)(c2ccccc2)c2ccccc2)c2ccccc21
(55) O=C(O)c1ccccc1SC1=NS(=O)(=O)c2ccccc21
(56) O=C1c2ccccc2C(=O)c2cc(S(=O)(=O)Nc3cccc4cccnc34)ccc21
(57) COc1ccc(C(=O)N(Cc2ccccc2)Cc2ccc(OC)c(COc3ccc(NC(C)=O)cc3)c2)c(O)c1
(58) O=S1(=O)N=C(Oc2ccc3ccccc3c2)c2ccccc21
(59) O=C1CCC2=C1C(c1ccccc1Cl)N=C(Nc1nc3ccccc3o1)N2 (stereo unspecified)
(60) O=C1Cc2cc(S(=O)(=O)N3CCN(c4ccc(C(F)(F)F)cc4)CC3)ccc2N1

assay / entry | 51 | 52 | 53 | 54 | 55 | 56 | 57 | 58 | 59 | 60
Nrf2 inh | ? | -22% | -9% | 8% | -3% | 5.2µM* | 2% | 1% | 18% | ?
A549 viability | -1% | 0% | -10% | 1% | -1% | -19% | 10% | -6% | 2% | -25%[92.2 µM]

(61) CC(=O)c1nc(N2CCN(S(=O)(=O)c3ccc(C)cc3)CC2)c2ccccc2n1
(62) Cc1ccc(NS(=O)(=O)c2ccc(N3CCCC3=O)cc2)cc1C
(63) Cc1ccc(NS(=O)(=O)c2ccc(Cl)cc2)cc1C
(64) COc1cccc(C2c3c(ncn(CCCN4CCOCC4)c3=N)Oc3ccc4ccccc4c32)c1 (stereo unspecified)
(65) Cc1cc2c(s1)c1cnn(Cc3ccc(C#N)cc3)c(=O)c1n2C
(66) COc1ccc(CN2C(=O)N(c3ccccc3)C(=O)C2c2ccccc2)cc1COc1ccc(NC(C)=O)cc1 (stereo unspecified)
(67) COc1cc(Cl)c(C)cc1NC(=O)C(OC(=O)CNC(=O)c1ccccc1)c1ccccc1 (stereo unspecified)
(68) COc1ccc(CN(Cc2ccccc2)C(=O)CN2CCN(C)CC2)cc1COc1ccc(NC(C)=O)cc1
(69) O=[N+]([O-])c1ccccc1NCc1ccc(O)c2ncccc12
(70) Cc1cc2c(s1)c1cnn(Cc3c(F)c(F)cc(F)c3F)c(=O)c1n2C

assay / entry | 61 | 62 | 63 | 64 | 65 | 66 | 67 | 68 | 69 | 70
Nrf2 inh | -28% | 15µM* | -20% | -125% | 7% | -22% | 15% | -12% | 6.5µM* | -9%
A549 viability | 7% | -6% | 14% | 15µM* | -3% | -1% | 1% | -2% | ? | 0%

(71) CS(=O)(=O)/C=C/c1nc(Nc2cc(F)cc(F)c2)c2ncn(CC(F)F)c2n1
(72) CCCN1CNc2c(c(=O)[nH]c(=S)n2CCc2ccc(OCC)c(OCC)c2)C1
(73) COc1cccc(C2=Nn3c(nnc3-c3ccccc3C)SC2)c1
(74) COc1ccc(-c2nnc3n2N=C(c2ccc(OC)c(OC)c2)CS3)cc1
(75) CC(=O)c1cc2c(s1)c1cnn(Cc3ccccc3F)c(=O)c1n2C
(76) Cc1noc(C)c1-c1ccc2ncnc(NCc3ccc4[nH]ccc4c3)c2c1
(77) Cc1cc2c(s1)c1cnn(Cc3cc(F)cc(F)c3)c(=O)c1n2C
(78) CCC(=O)NC(c1cc(Cl)c2cccnc2c1O)c1cccn1C (stereo unspecified)
(79) O=S(=O)(c1ccc2c(c1)OCCO2)N1CCN(S(=O)(=O)c2ccccc2Cl)CC1
(80) CC(C)(C)OC(=O)N1CCN(c2nc(-c3cccs3)nc3ccccc23)CC1

assay / entry | 71 | 72 | 73 | 74 | 75 | 76 | 77 | 78 | 79 | 80
Nrf2 inh | 7% | 1% | ? | ? | 7% | -24% | 15% | 26µM* | 16% | ?
A549 viability | -1% | -1% | -16% | -11% | 9% | -3% | -2% | -11% | 4% | 0%

Structural class: the compounds so far with a tert-butyl group
(7) CC(C)(C)OC(=O)Cc1nnc(-c2cc3ccccc3[nH]2)s1
(80) CC(C)(C)OC(=O)N1CCN(c2nc(-c3cccs3)nc3ccccc23)CC1

assay / entry | 7 | 80
Nrf2 inh | ? | ?
A549 viability | -1% | 0%

The listing continues:
(81) CCOc1ccc(NC(=O)CSc2nnc3c(n2)[nH]c2ccc(S(=O)(=O)N4CCCCC4)cc23)cc1
(82) NS(=O)(=O)c1ccc(NC(=O)CSc2nnc3c(n2)[nH]c2ccccc23)cc1
(83) O=C(OCC#CCSc1nnc(-c2cccc3ccccc23)o1)c1ccc(OC(F)F)cc1
(84) COc1ccccc1S(=O)(=O)N1CCN(c2nc(-c3cccs3)nc3ccccc23)CC1
(85) O=S1(=O)N=C(Oc2cccc(Br)c2)c2ccccc21
(86) COc1cccc(C2c3c(ncn(-c4ccccc4-c4ccccc4)c3=N)Oc3ccc4ccccc4c32)c1 (stereo unspecified)

assay / entry | 81 | 82 | 83 | 84 | 85 | 86
Nrf2 inh | 0% | 21% | -5% | -10% | -1% | 18%
A549 viability | 1% | 0% | -2% | 0% | 1% | -1%
